High-throughput results as filed in PubChem BioAssay.
LYPLA1 counter: LYPLA1 inhibitors, primary screen, counter-screen for PME1 inhibitor project, biochemical, fluorescence polarization, FP-Rh probe ABPP. AID 2174, 2009. Acyl-protein thioesterase 1 (Homo sapiens), O75608. inhibition, % at 5.9 µM. recombinant LYPLA1. 320,000 compounds, 0.16% hits;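 active means inhibition above the mean of all tested compounds plus 3 SD, set per campaign, cut at about 14% in these data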;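 further: inhibitors block serine hydrolase probe labeling of LYPLA1 so polarization falls; 0% = enzyme with DMSO and 100% = wells lacking LYPLA1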
PME-1 primary: PME-1 inhibitors via competitive probe labeling, primary screen, biochemical, fluorescence polarization, FP-Rh probe, HTS; Protein phosphatase methylesterase 1 (Homo sapiens), Q9Y570; recombinant PME-1; inhibition, % at 5.9 µM; 320,000 compounds, 0.53% hits;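 active means inhibition above the campaign mean of all compounds plus 3 SD, cut at about 26% in these data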;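 further: competitive labeling of PME-1 active site by serine hydrolase directed probe; 0% = PME-1 with DMSO and 100% = wells lacking PME-1 enzyme; inhibitors block probe labeling so polarization falls and inhibition rises; many of its hits are not listed in these tables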
PAFAH1B2 FP inh: PAFAH1B2 enzyme inhibitors, primary screen, biochemical, fluorescence polarization, human | Platelet-activating factor acetylhydrolase IB subunit alpha2 (Homo sapiens), P68402 | recombinant PAFAH1B2, FP-rhodamine activity probe | inhibition, % at 3.39 µM | 340,000 compounds, 1.2% hits | AID 492953, 2010;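 active means inhibition above the mean of all tested compounds plus 3 SD, cut at about 24% in these data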;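 further: 0% = enzyme with DMSO and 100% = wells lacking PAFAH1B2; many of its hits are not listed in these tables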
Target sequence (P68402 whole entry, looked up): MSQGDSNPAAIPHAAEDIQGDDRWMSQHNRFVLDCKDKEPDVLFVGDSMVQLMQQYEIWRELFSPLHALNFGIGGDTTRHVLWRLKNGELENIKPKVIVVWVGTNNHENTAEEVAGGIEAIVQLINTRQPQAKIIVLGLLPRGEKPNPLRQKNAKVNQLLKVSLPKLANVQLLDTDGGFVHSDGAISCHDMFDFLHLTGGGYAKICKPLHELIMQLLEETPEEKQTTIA
PAD4 FP inh: human PAD4 inhibitors, primary screen, biochemical, fluorescence polarization, 1536-well format. recombinant PAD4, RCA probe fluorescence polarization. AID 485272, 2010. 330,000 compounds, 0.41% hits. inhibition, % at 6.36 µM;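 active means percent inhibition above a cutoff equal to the mean of all tested compounds plus 3 SD, cut at about 15% in these data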;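 further: 0% = PAD4 with RCA probe and DMSO and 100% = probe without PAD4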
Fam108B inh: mouse Fam108B serine hydrolase inhibitors, primary screen, counter-screen for RBBP9 inhibitor project, biochemical, fluorescence polarization. recombinant Fam108B, FP-Rh probe fluorescence polarization. inhibition, % at 9.51 µM. 300,000 compounds, 0.33% hits;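 active means inhibition above the screen mean inhibition plus 3 SD, computed separately per campaign, cut at about 18% in these data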;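 further: inhibitors lower polarization as less probe binds the enzyme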
PAFAH2 inh: PAFAH2 enzyme inhibitors, primary screen, biochemical, fluorescence polarization, human | AID 492956, 2010 | recombinant PAFAH2, FP-rhodamine activity probe | 340,000 compounds, 0.99% hits | Platelet-activating factor acetylhydrolase 2, cytoplasmic (Homo sapiens), Q99487 | inhibition, % at 3.39 µM;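 active means inhibition above the mean over all tested compounds plus 3 SD, cut at about 30% in these data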;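 further: inhibitors block probe labeling of enzyme so polarization drops; 0% = enzyme with DMSO and 100% = wells lacking PAFAH2 protein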
pPAFAH inh: pPAFAH enzyme inhibitors, primary screen, biochemical, fluorescence polarization, human. Platelet-activating factor acetylhydrolase (Homo sapiens), Q13093. recombinant pPAFAH, FP-rhodamine probe fluorescence polarization. inhibition, % at 3.39 µM. 330,000 compounds, 1.5% hits. AID 463082, 2010;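 active means inhibition above the mean inhibition across the screen plus 3 SD, cut at about 25% in these data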;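 further: inhibitors block binding of the rhodamine activity-based probe so polarization drops; 0% = enzyme with DMSO and 100% = wells lacking pPAFAH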
Target sequence (Q13093 whole entry, looked up): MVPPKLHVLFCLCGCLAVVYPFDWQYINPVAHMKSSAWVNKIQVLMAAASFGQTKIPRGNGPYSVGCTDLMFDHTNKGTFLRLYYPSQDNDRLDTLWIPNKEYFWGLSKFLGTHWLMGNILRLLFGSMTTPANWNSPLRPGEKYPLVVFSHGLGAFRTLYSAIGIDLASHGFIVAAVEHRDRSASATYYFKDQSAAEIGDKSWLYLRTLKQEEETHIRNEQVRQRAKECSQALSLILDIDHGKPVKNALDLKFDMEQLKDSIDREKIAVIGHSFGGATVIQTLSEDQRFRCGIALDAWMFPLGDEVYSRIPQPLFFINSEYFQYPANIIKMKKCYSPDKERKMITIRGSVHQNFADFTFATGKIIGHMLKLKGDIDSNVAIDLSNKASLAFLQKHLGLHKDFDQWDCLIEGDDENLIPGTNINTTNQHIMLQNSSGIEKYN
PAFAH1B3 inh: PAFAH1B3 enzyme inhibitors, primary screen, biochemical, fluorescence polarization, human; inhibition, % at 3.39 µM; Platelet-activating factor acetylhydrolase IB subunit alpha1 (Homo sapiens), Q15102; AID 492972, 2010; 340,000 compounds, 0.28% hits; recombinant PAFAH1B3, FP-rhodamine probe;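 active means inhibition above the screen-wide average of all tested compounds plus 3 SD, cut at about 25% in these data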;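 further: 0% = enzyme with DMSO only and 100% = wells lacking PAFAH1B3 protein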
Target sequence (Q15102 whole entry, looked up): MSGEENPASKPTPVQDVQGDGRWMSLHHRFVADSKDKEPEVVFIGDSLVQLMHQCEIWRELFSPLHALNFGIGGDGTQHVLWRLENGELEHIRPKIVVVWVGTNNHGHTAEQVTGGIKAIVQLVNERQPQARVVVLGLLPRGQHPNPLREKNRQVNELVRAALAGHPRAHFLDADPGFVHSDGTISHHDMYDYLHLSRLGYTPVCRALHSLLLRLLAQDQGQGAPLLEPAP
GSTO1 counter: inhibitors of recombinant GSTO1, primary screen, counter-screen for RBBP9 inhibitor project, biochemical, fluorescence polarization; activity-based probe fluorescence polarization; 300,000 compounds, 1.1% hits; Glutathione S-transferase omega-1 (Homo sapiens), P78417; inhibition, % at 5.96 µM;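 active means inhibition above the campaign mean inhibition plus 3 SD, cut at about 35% in these data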;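 further: 0% = GSTO1-1 with DMSO and 100% = wells lacking GSTO1-1 enzyme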
Active calls of the source: *; . = not tested or not shown. A portion of the library (hit frequency here may not be typical).

SMILES	LYPLA1 counter	PME-1 primary	PAFAH1B2 FP inh	PAD4 FP inh	Fam108B inh	PAFAH2 inh	pPAFAH inh	PAFAH1B3 inh	GSTO1 counter
O=C(/C=C/c1c(Cl)nc2ccccn12)N1CCCCC1	5	-1	-4	-1	-3	3	-3	5	-6
Cc1nnc(SCC(=O)N/N=C/c2cn(-c3ccccc3)nc2-c2ccc(F)cc2)n1-c1ccccc1	-1	-2	-5	-4	-1	-14	0	1	1
[N-]=[N+]=NC1CC(CO)OC1n1ccc(=O)[nH]c1=O (centres undefined)	-4	2	6	-3	0	2	2	12	6
NC1(C(=O)O)CC1	0	0	-1	5	1	1	5	1	-1
CCOC(=O)c1sc2nc(CSc3ccccc3)[nH]c(=O)c2c1C	-3	-10	1	0	2	1	0	3	-1
Cc1nc2c(c3c1[nH]c1ccccc13)C(O)CC(C)(C)C2 (centres undefined)	2	2	6	-1	3	0	4	6	0
CCOc1ccc(CCNC(=O)CSc2n[nH]c(N)n2)cc1OCC	-2	-3	-5	6	0	-3	2	-14	0
CN(CC(=O)NCc1ccccc1)CC(=O)Nc1ccc(Cl)c(C(F)(F)F)c1	-6	3	16	0	.	5	1	3	.
COc1ccc(CNCCc2ccc([N+](=O)[O-])cc2)c(OC)c1OC	2	3	-4	0	3	-2	3	8	3
COc1ccc(NC(=O)CN(Cc2ccccc2)S(C)(=O)=O)c(OC)c1	2	-4	-2	1	-7	4	-1	15	9
CCc1ccc(NC(=O)N(CCN(C)C)C(C)c2cccnc2)cc1 (centres undefined)	0	8	2	0	1	7	4	-1	6
CCCCSc1nnc(C)c(=O)[nH]1	4	8	-2	-4	0	3	-2	4	1
Cc1ccc(F)cc1NC(=O)c1cccc(N(C)C)c1	1	-3	2	-5	2	-6	10	1	-5
C[C@@H](C(=O)NCCc1c[nH]c2ccccc12)[C@@H]1C[C@@]1(C)[C@@H](NC(=O)OCc1ccccc1)c1ccccc1	-7	-8	2	-5	-7	-8	7	0	-4
CCCCN(C)C(=S)Nc1ccc2nc3n(c(=O)c2c1)CCCCC3	4	-4	12	1	1	-6	-3	2	3
O=C(CN1C(=O)/C(=C\c2cccc(F)c2)Oc2ccccc21)N1CCN(c2ccccn2)CC1	-1	4	3	3	-2	-5	4	10	-3
COc1cccc(-c2cc(C(=O)NN3CCOCC3)c3ccccc3n2)c1	1	-5	-1	-2	0	7	-2	3	-2
O=[N+]([O-])c1ccccc1/C=N/N1CCN(c2ccc(Cl)cc2)CC1	0	3	13	-1	-1	5	5	-3	4
COc1ccccc1C(=O)Nc1ccc2c(c1)nc(CN1CCN(C(C)=O)CC1)n2C	-2	2	4	-3	2	-1	5	0	-1
N#Cc1cc(-c2ccccc2)nc(Oc2ccc(Cl)cc2)n1	-16	-32	-5	1	-24	-20	-5	4	-2
CC(C)(C)NC(=O)COC(=O)c1cc(S(=O)(=O)N2CCCCC2)ccc1N1CCOCC1	-2	4	-2	0	-2	3	1	3	-1
NNC(=O)c1ccc(Oc2cc(Cl)cc(Cl)c2)o1	1	-9	-4	4	-7	6	1	-2	0
c1ccc(-c2cc3c(N4CCN(c5ccccc5)CC4)ncnc3s2)cc1	-2	0	-1	0	0	-5	4	-1	8
COc1ccc(C)cc1S(=O)(=O)Nc1cc2c3c(c1)CCN3C(=O)CC2	-1	11	7	-3	4	2	2	1	-4
COc1cccc(C2=NOC(C(=O)N3CCN(c4ccccc4)CC3)C2)c1OC (centres undefined)	0	3	2	6	-3	1	6	-10	2
CCC(NC(=O)c1ccccc1NC(=O)c1ccc(C)cc1)C(=O)O (centres undefined)	2	3	2	4	2	-6	2	11	-3
[O-]/[N+](=C\c1ccncc1)c1ccc(Br)cc1	0	1	-2	-4	-1	4	4	5	1
CC(=O)N1N=C(c2ccc(C)c([N+](=O)[O-])c2)OC1(C)C	-2	2	8	3	-1	-2	-1	-6	5
O=c1ccc(-c2ccc(S(=O)(=O)NCc3cccc(Br)c3)s2)n[nH]1	-10	-8	8	2	-9	10	2	-6	11
O=C(COC(=O)c1cc2ccccc2cc1O)Nc1ccccc1F	.	.	5	-2	.	4	-6	7	.
CN(C)c1nc(/C=C(\C#N)C(N)=O)c(Cl)n1-c1ccc(F)cc1	1	2	3	-12	-4	-2	3	6	7
NS(=O)(=O)c1ccc(CCNC(=O)C2CCN(S(=O)(=O)c3cccc4cccnc34)CC2)cc1	2	7	2	-3	3	6	6	4	4
CCOC(=O)c1cccc(NC(=O)C2CCCN(c3nnc(N4CCCC4=O)s3)C2)c1 (centres undefined)	-4	0	-3	-1	3	-2	3	1	0
O=C(CN1C(=O)NC2(CCCc3ccccc32)C1=O)NCc1ccco1 (centres undefined)	3	4	1	0	2	0	2	10	-4
COc1cc(OC)cc(C(=O)Nc2cccc(C(C)=O)c2)c1	-7	-6	2	4	2	6	4	5	0
CCS(=O)c1ccccc1C(=O)OCC(=O)Nc1ccc2ccccc2c1 (centres undefined)	.	.	0	-2	.	70*	8	11	.
O=C(NCCN1C(=O)S/C(=C\c2cccs2)C1=O)c1ccco1	-2	-11	1	-4	-1	-2	-3	0	0
Cc1ccc2[nH]c(=O)cc(C(=O)OC(C)C)c2c1	-5	7	0	-9	2	5	0	3	1
O=C(Nc1ccccc1)n1ccc(-c2ccc(-n3ccnc3)cc2)n1	1	1	.	-3	2	.	5	.	-2
O=C(NCCCN1CCCC1)c1ccc(CS(=O)(=O)c2ccc(Br)cc2)o1	2	4	-1	-2	2	1	3	1	1
CCOC(=O)CNC(=O)CSc1nc2cccnc2n1CC	1	4	5	1	-5	-12	1	2	-4
CC(=O)Nc1ccc(SC(C)C(=O)NC(N)=O)cc1 (centres undefined)	-3	3	-3	7	-3	2	2	4	6
COc1ccc(NC(=O)CSc2nnc(-c3cc(C)[nH]n3)n2N)cc1	-1	6	-1	3	-5	-1	3	8	0
CCCN1C(=O)c2ccccc2NC1c1ccc(Cl)c(Cl)c1 (centres undefined)	5	0	5	0	-4	-1	8	6	1
O=C(CN1CCN(Cc2ccccc2)CC1)NCc1ccccc1Cl	2	5	1	-1	-3	6	3	0	6
O=C1Cc2cc(NS(=O)(=O)c3ccc([N+](=O)[O-])cc3)cc3c2N1CCC3	1	2	5	-2	2	-1	17	-3	4
CC(C)(C)C(=O)CNS(=O)(=O)c1ccc(S(=O)(=O)NC2CCCC2)cc1	1	0	7	0	2	1	11	-4	-4
COc1ccc(S(=O)(=O)N/N=C(/C)c2ccc(C)o2)cc1	-2	4	-1	5	1	6	6	12	-2
COc1ccc(/C=N/NC(=O)Cn2c(Cc3ccc(OC)c(OC)c3)nc3ccccc32)cc1OC	-1	-5	3	1	0	2	-3	9	-1
COCCN(CCOC)C(=O)CSc1ccc(S(=O)(=O)N2CCN(C)CC2)cn1	-2	2	2	-1	.	-2	3	5	.
COc1ccccc1NS(=O)(=O)c1cccc(C(=O)N/N=C/c2ccc3c(c2)OCCO3)c1	-6	1	1	-5	4	-4	0	1	-5
CCN(CC)S(=O)(=O)c1ccc(=O)n(CC(=O)N2CCCc3cc(C)ccc32)c1	-2	10	4	0	.	-4	0	3	.
O=C(c1ccco1)N1CCN(c2c([N+](=O)[O-])nn(-c3ccc(Cl)cc3)[n+]2[O-])CC1	0	-2	10	1	2	-1	0	3	8
COC(=O)c1ccc(COc2ccccc2/C=C(\C#N)C(=O)Nc2ccc(C)cc2C)cc1	16*	6	0	2	-7	-5	-3	3	6
O=[N+]([O-])c1cccc(S(=O)(=O)/N=C(/Nc2ccccc2)c2ccccc2)c1	.	.	3	3	.	5	16	1	.
O=C(/C=C/c1ccccc1)c1ccc(NC2=NCCCS2)cc1	-4	-14	1	-3	-6	0	-8	3	-16
O=C(Cn1nc(C(F)(F)F)c2c1CCCCC2)N1CCOCC1	-1	3	-1	-3	-5	-2	-5	7	5
O=C(CCc1ccccc1)NNC(=O)COc1ccc(Br)cc1	1	-2	5	-3	-2	-7	2	6	-2
CCOC(=O)C(NC(=O)c1ccc(OC)cc1)(OCC1(CC)COC1)C(F)(F)F (centres undefined)	2	-4	-1	0	-3	-6	7	-2	-5
COc1ccc(-c2csc(NC(=O)CN3C(=O)CCC3=O)n2)cc1	-8	0	8	1	-2	5	3	4	-1

Next section.
SMILES	LYPLA1 counter	PME-1 primary	PAFAH1B2 FP inh	PAD4 FP inh	Fam108B inh	PAFAH2 inh	pPAFAH inh	PAFAH1B3 inh	GSTO1 counter
O=C(Nc1ccncc1)C1CCN(S(=O)(=O)c2ccc(Cl)c(C(F)(F)F)c2)CC1	-7	1	-5	1	.	-4	-2	3	.
CC1CCN(C(=O)/C(=C\c2ccccc2)NC(=O)c2ccccc2)CC1	-2	-1	-2	0	0	-7	3	0	2
Cc1ccc(OCc2nnnn2-c2ccccc2)cc1	1	0	-1	1	-2	7	3	5	1
CSc1nnc(NC(=O)c2ccc(C)c(S(=O)(=O)N3CCOCC3)c2)s1	5	0	7	3	-1	8	1	15	-4
CN(c1ccc(C(=O)NCCSC(C)(C)C)cc1)S(=O)(=O)c1ccccc1	-2	-2	5	-5	4	-1	4	2	4
O=C(Nc1ccccc1-c1ccccc1)c1ccccc1[N+](=O)[O-]	4	-5	3	1	2	3	-2	5	9
C/C(=C\C(=O)OCCCCCCCCC(=O)O)C[C@@H]1OC[C@H](C[C@@H]2O[C@H]2[C@@H](C)[C@H](C)O)[C@@H](O)[C@H]1O	2	-6	3	0	-2	-1	3	8	2
C=CCn1c(SCC(O)Cn2c3ccccc3c3ccccc32)nnc1-c1ccco1 (centres undefined)	-2	8	2	1	6	-13	-3	0	-4
Cc1ccc(C(c2c(O)nc3n(c2=O)CCS3)c2c(O)nc3n(c2=O)CCS3)cc1	-4	-1	0	-2	6	14	1	7	3
CC(=O)c1cccc(NC(=S)Nc2cccc3ccccc23)c1	-2	10	6	-3	-1	-6	12	1	0
CCOc1nc(NCCO)nc(Nc2ccccc2F)n1	3	-4	6	2	1	0	0	3	1
CCOC(=O)c1ccc(CNCc2ccccc2)cc1	4	2	0	2	1	-6	9	-3	-3
CC(C)CCn1c(SCC(=O)NC2CCS(=O)(=O)C2)nc2cc(Cl)ccc2c1=O (centres undefined)	-1	-1	1	-1	-5	-4	5	-4	-5
COc1ccccc1N1CCN(C(CNS(=O)(=O)c2ccccc2)c2cccnc2)CC1 (centres undefined)	-1	-2	-1	1	-5	11	2	-1	-9
O=C(Nc1cc(S(=O)(=O)Nc2ccc(Cl)cc2)ccc1N1CCCCC1)c1ccc(F)cc1	-31	-61	-19	-2	-36	-41	4	-3	-3
CS(=O)(=O)N1CCC(C(=O)NCc2ccc(F)cc2Cl)CC1	-1	1	1	-1	6	2	4	8	1
